HSF1 inh = HSF1 inhibition | NIH3T3-HGL HSE-luciferase, MG132-induced, luminescence 8 h; stronger effect = lower value | activity change, negative = inhibition, % at 7.5 µM (by protocol) | actives 0.77% (n = 300,000) | AID 2098;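 active means more than half of replicate wells show activity change below -50%, luminescence cut by over half; inconclusive means some wells, but at most half, below -50%; inactive means no replicate well below -50%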;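 further: luciferase reports HSF-1 transcriptional activity via heat shock element; 0% = median of DMSO wells and -100% = zero luminescence signal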
PolyA inhibitor = yeast polyadenylation inhibition. calls only at 12 µM. S. cerevisiae SKY197-pL101 polyadenylation reporter, beta-gal luminescence; efflux-impaired pdr1/pdr3 knockout yeast; score 100 = 6 SD above DMSO. actives 0.02% (n = 300,000);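 active means lowest replicate activity score at least 50, where 100 means six control SD above control mean; inconclusive means lowest score under 50 but half or more replicates reach 50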;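 further: yeast exposed to compound for 9 h at 30 °C; higher score means more reporter readthrough which indicates perturbed polyadenylation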
HSP90 refold inh = HSP90 refolding inhibition in rabbit reticulocyte lysate; luciferase refolding luminescence, 3 h; inhibition, % at 5.6 µM; actives 0.91% (n = 290,000); AID 1789;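 active means inhibition above the screen-wide mean plus 3 SD, computed separately per campaign, cut at about 16% in these data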;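 further: 0% = DMSO wells and 100% = 60 µM geldanamycin wells; inhibitors lower the luminescence because luciferase stays unfolded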
GSK3 alpha inh = inhibitors of human GSK-3 alpha kinase. P49840. ADP-Glo luminescence, 60 min. inhibition, % at 10 µM. actives 0.1% (n = 320,000);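 in the data active means inhibition above about 50%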;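 further: GST-tagged GSK-3 alpha with peptide substrate and 25 µM ATP; 0% = DMSO neutral wells and 100% = GW8510 positive control wells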
Target sequence (P49840 whole entry, looked up): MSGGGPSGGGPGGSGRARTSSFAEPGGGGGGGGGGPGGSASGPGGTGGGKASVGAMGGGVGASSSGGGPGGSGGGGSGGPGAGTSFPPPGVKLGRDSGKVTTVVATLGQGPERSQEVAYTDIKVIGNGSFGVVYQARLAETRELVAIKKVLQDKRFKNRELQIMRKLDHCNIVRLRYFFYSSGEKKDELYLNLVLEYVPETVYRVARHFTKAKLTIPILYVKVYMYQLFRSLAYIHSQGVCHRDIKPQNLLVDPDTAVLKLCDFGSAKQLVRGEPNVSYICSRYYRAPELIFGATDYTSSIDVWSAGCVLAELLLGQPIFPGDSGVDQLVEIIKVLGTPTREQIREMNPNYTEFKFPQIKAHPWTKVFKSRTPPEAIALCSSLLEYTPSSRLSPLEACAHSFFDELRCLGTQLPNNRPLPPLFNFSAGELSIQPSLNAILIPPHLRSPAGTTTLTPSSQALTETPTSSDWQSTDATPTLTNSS
AI-2 QS modul = Vibrio harveyi AI-2 quorum sensing modulation; activity change, % at 7.5 µM; Vibrio harveyi JMH597 AI-2 luminescence/OD600 ratio, 9 h; stronger effect = lower value; strain lacks LuxN and CqsS sensors; 0 = neutral-control median; actives 0.4% (n = 300,000); AID 2094; in the data active means activity change below about -75%, passing the limit was not always enough; inconclusive means no clear call, values can overlap the other calls;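 further: luminescence divided by OD600 gain over 9 h not by final OD600 alone; inactives centre near 13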
GSK3beta inhib = blocks human GSK3beta kinase activity | AID 2097 | GST-GSK3beta kinase, ADP-Glo luminescence, 60 min; stronger effect = lower value | actives 0.038% (n = 300,000) | activity score (negative = inhibition), % at 10 µM;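 active means more than half of replicate wells score below -50%, meaning over 50% inhibition versus plate controls; inconclusive means some replicates but at most half score below -50%; inactive means no replicate scores below -50%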;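 further: 0% = median DMSO wells and -100% = median GW8510 positive control wells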
Target sequence (P49841 whole entry, looked up): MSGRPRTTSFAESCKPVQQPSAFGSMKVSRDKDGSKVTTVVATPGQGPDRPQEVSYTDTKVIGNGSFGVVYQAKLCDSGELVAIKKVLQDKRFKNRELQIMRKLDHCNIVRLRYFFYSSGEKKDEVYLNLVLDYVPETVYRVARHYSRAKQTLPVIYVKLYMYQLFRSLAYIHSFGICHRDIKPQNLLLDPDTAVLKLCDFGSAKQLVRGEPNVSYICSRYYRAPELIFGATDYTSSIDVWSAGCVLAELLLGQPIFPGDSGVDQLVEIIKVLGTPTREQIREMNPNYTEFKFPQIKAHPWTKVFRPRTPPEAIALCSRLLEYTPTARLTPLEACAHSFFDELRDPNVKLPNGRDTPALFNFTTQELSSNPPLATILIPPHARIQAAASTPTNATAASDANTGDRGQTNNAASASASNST
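test system = GST-tagged human GSK3beta kinase, cell-free | reagent = 25 µM ATP with peptide substrate | dosing = one dose of 10 µM per compound | schedule = 60 min reaction, RT | detection = luminescent ADP-Glo measurement of ADP formed | control set = DMSO neutral wells and GW8510 at 20 µM as positive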
aSyn 5UTR inh = MLPCN primary screen, SNCA 5' untranslated region; alpha-synuclein 5'UTR reporter, inhibitor activity; inhibition, % (tested at 7.5 µM); actives 0.82% (n = 300,000); in the data active means inhibition above about 60%; inconclusive means no clear call, values can overlap the other calls;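 further: H4 neuroglioblastoma cells stably carrying SNCA 5'UTR luciferase fusion; 0% = DMSO wells and 100% = positive control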
KLF5 inhibitor = kruppel-like factor 5 inhibition; DLD-1 KLF5 promoter-luciferase reporter, luminescence; inhibition, % at 5 µM; actives 0.23% (n = 290,000);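 active means inhibition above a per-plate limit of that plate's mean compound inhibition plus 3 SD, cut at about 60% in these data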;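 further: 0% = DMSO wells and 100% = LY294002 at 200 µM; higher means less KLF5 promoter-driven luciferase light; inactives centre near -14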
HSF1 activator = increases HSF-1 driven luciferase reporter signal; NIH3T3-HGL HSF-1 luciferase reporter, MG132, 8 h; 100% = twice DMSO control signal; activation, % at 9 µM; actives 1.7% (n = 300,000); AID 504408;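 active means mean replicate activation of at least 50% with a set share of replicates each reaching 50%; inconclusive means only one of those two conditions met; inactive means mean below 50% and too few replicates reaching it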;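 further: 0% = median of the neutral control wells and 100% = twice that signal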
IEC-6 cytotox = counter-screen for KLF5 inhibitors: cytotoxicity in IEC-6 cells; IEC-6 cytotoxicity, luminescence viability; inhibition, % at 5 µM; actives 0.78% (n = 290,000); AID 1825; in the data active means inhibition above about 22%;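 further: 0% = plate median of test compound wells and 100% = cytotoxic reference compound wells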
* marks the source's active call; other numbers are inactive results; i = inactive; ? = inconclusive; nt = not tested or not shown; & = joins results of further samples. This is a subset. The share of hits here may be higher or lower than overall.

SMILES	HSF1 inh	PolyA inhibitor	HSP90 refold inh	GSK3 alpha inh	AI-2 QS modul	GSK3beta inhib	aSyn 5UTR inh	KLF5 inhibitor	HSF1 activator	IEC-6 cytotox
O=C(CCc1ccccc1)N/N=C/c1cc(Br)ccc1O	-3	i	1	-1	3	2	32	16	19	4
CCOC(=O)C(C)n1ncn2cccc2c1=O (centres undefined)	3	i	2	-8	4	-20	-24	32	9	2
O=C(NC(=S)NNS(=O)(=O)c1ccccc1)c1ccc([N+](=O)[O-])cc1	9	i	-5	0	29	1	10	12	7	4
Cc1ccc(OCCOCCNC(C)C)c(Br)c1	-30	i	-1	-1	24	0	4	-22	-42	-7
COCCCNC(=O)c1cc2c(s1)CS(=O)(=O)C2	0	i	9	-3	19	1	-1	3	-2	0
S=C(NCc1ccc(Cl)cc1)N1CCN(c2ccccn2)CC1	-17	i	4	0	11	-3	14	-14	-23	-2
CN(C)S(=O)(=O)c1ccc(N2CCCC2)c(C(=O)NC2CCCCC2)c1	-1	i	nt	-1	10	4	-4	nt	3	nt
CCOC(=O)N1CCN(S(=O)(=O)c2ccc3c(c2)SC(C)C(=O)N3)CC1 (centres undefined)	7	i	-4	0	4	-4	20	-17	8	-5
COc1ccc(OC)c(C(C)NC(C)=O)c1 (centres undefined)	-4	i	5	-2	9	-3	23	-3	-10	9
COc1ccc(/C=C2\CCOC2=O)cc1	4	i	-3&-7	4	-16	-2	-32	-25&-14	-4	4&-2
CCCCc1c(O)nc(SCC(=O)Nc2cccc3ccccc23)n(-c2ccccc2OC)c1=O	-1	i	-4	-1	42	2	9	-4	-8	-1
CC1=C(C(=O)Nc2ccc(C)cn2)C(c2cnn(C)c2)C2=C(CCCC2=O)N1 (centres undefined)	3	i	-1	8	7	-1	-16	-5	4	-7
NC(=O)NC(CC(=O)Nc1cccnc1)c1cccc(Br)c1 (centres undefined)	-4	i	6	-1	1	-7	10	-12	0	3
OCCN(CCO)c1ccc2ccccc2c1	1	i	-1	0	16	3	-11	-7	-6	-4
Cc1cc([N+](=O)[O-])cc2c1NC(c1ccccn1)C1CC=CC21 (centres undefined)	-5	i	0	1	29	-2	9	-2	-6	-4
CC(=O)c1c(C)[nH]c(C(=O)NCc2ccccc2Cl)c1C	5	i	1	-1	26	2	-1	-1	1	-5
CCn1c(CNc2ccc(C(=O)O)cc2)nc2ccccc21	-4	i	6	0	-14	1	-3	-4	-8	6
CCOc1ncccc1C(=O)N1CCN(c2cccc(C)c2C)CC1	-8	i	4	nt	29	-5	-15	73*	-23	86*
CCCNC(=S)NCCN1CCCCC1	6	i	5	1	16	3	4	2	-9	3
Cc1ccc(NC(=O)Cc2ccc3c(c2)OCCO3)cc1S(=O)(=O)N1CCCCC1	-1	i	27*	-1	21	-3	21	15	0	7
O=C(c1cnn2c(C(F)F)cc(-c3ccccc3)nc12)N1CCN2CCCC2C1 (centres undefined)	11	i	0	-2	29	2	-1	11	22	-3
CCC(=O)Nc1ccc(Cl)c(NC(=O)C(C)C)c1	1	i	-3	1	6	-2	8	-19	5	-7
CCOC(=O)C1CCCN(S(=O)(=O)c2c(C)[nH]c(C)c2C(=O)N2CCCC2)C1 (centres undefined)	2	i	-3	-1	2	-1	13	-14	-23	3
Cc1ccc(NC(=O)CCSc2nnc3ccccn23)cc1	-2	i	0	-8	15	0	-9	0	3	-1
COc1ccc(CN(C(=O)c2cc(=O)c3cc(C)cc(C)c3o2)C2CCS(=O)(=O)C2)cc1 (centres undefined)	2	i	-2	-2	7	-1	27	-26	15	-3
Next section
SMILES	HSF1 inh	PolyA inhibitor	HSP90 refold inh	GSK3 alpha inh	AI-2 QS modul	GSK3beta inhib	aSyn 5UTR inh	KLF5 inhibitor	HSF1 activator	IEC-6 cytotox
CC1=CC=CC2=NC(=O)CC(C)(C(=O)N(CC(=O)NC3CCCC3)c3ccc(F)cc3)N12 (centres undefined)	-5	i	-2	0	9	4	25	13	-7	-6
Cc1cccc(NC(=O)Cn2c(=O)n(Cc3ccco3)c(=N)c3c4c(sc32)COC(C)(C)C4)c1	?	i	8	nt	7	3	25	-12	-59	-4
N#CCCN(Cc1cccnc1)C(=S)NC(=O)c1ccc(S(=O)(=O)N2CCCC2)cc1	-5	i	-1	-2	16	3	-9	-7	-2	0
COC(=O)c1ccc(S(=O)(=O)NNC(=O)c2ccc(S(=O)(=O)N3CCCCC3)cc2)cc1	-4	i	-5	0	20	1	11	-43	-4	-4
CC(=O)c1ccc(Oc2nc(-c3cccnc3)nc3ccccc23)cc1	nt	i	1	-1	29	2	10	-3	nt	-6
COc1ccc(OC)c(C(c2nnnn2Cc2ccccc2)N2CCC(C(N)=O)CC2)c1 (centres undefined)	0	i	5	0	18	2	8	11	6	3
O=C(CSc1nc2ccccc2c(=O)[nH]1)N1CCCCCC1	9	i	-3	-1	20	1	-29	-14	16	1
Clc1ccccc1OCCCCN1CCCC1	1	i	-2	-1	16	5	-27	-16	-2	6
C=CCOc1ccc(C(=O)N(Cc2ccc(N(C)C)cc2)C2CCS(=O)(=O)C2)cc1 (centres undefined)	-5	i	4	-1	30	1	12	7	8	7
CCN(c1ccc(NC(=O)COC(=O)c2cc3ccccc3oc2=O)cc1)C(C)C	0	i	6	-1	19	1	5	3	-5	1
Cc1nc2ccc(N=NC3=C(O)CCCC3=O)cc2s1	-1	i	3	-1	11	-1	-15	-9	6	6
Cc1ccc2cc(CNC(C)(C)C)c(=O)[nH]c2c1	-8	i	5	6	-5	-2	-16	19	-8	4
O=C(CN1CCN(Cc2ccccc2F)C1=O)NC1CCCC1	-4	i	-2	nt	25	-1	11	-22	-3	0
O=C(Nc1nnc(S(=O)(=O)N2CCCC2)s1)c1ccccc1Br	-2	i	1	-3	16	-2	11	-35	-6	-1
CN(C)/C=C1/N=C(c2ccccc2)OC1=O	1	i	0	0	16	1	-25	-21	13	0
Cc1cc(C)nc(N2CCCC(C(=O)NCCc3ccccc3F)C2)n1 (centres undefined)	-3	i	-4	2	9	3	2	-10	11	-2
Cc1cccc(C2c3[nH]c4ccccc4c3CCN2C(=O)c2noc3c2CCCC3)n1 (centres undefined)	-7	i	4	-2	6	-2	-18	24	4	15
CCc1nnc(NC(=O)CSc2n[nH]c(-c3ccccc3O)n2)s1	3	i	2	0	9	1	-9	-10	1	-5
CCN1CCCc2cc(CN(CCN3CCOCC3)C(=S)Nc3cccc(C)c3)ccc21	-4	i	1	-1	24	0	-19	-27	-3	-4
COc1ccc(OCc2nc(N)nc(Nc3ccc(C)cc3)n2)cc1	37	i	-2	2	13	-5	-69	-31	40	3
CCOc1ccc(NC(=O)c2cc([N+](=O)[O-])ccc2N2CCOCC2)cc1	-7	i	nt	0	23	-6	9	nt	-6	nt
COc1ccc(C)cc1NC(=O)CCC(=O)Nc1nnc(C2CCCCC2)s1	-3	i	1	-2	31	-1	2	-12	2	7
O=c1[nH]c(CN2CCCC2)nc2sc3c(c12)CCC3	nt	i	0	-3	12	1	-2	-1	nt	-4
CCN1C(=O)[C@H]2[C@@H](c3ccc(-c4cccc(Cl)c4)c(OC)c3)N[C@@](CC(C)C)(C(=O)OC)[C@H]2C1=O	3	i	nt	-2	15	-3	15	nt	2	nt
Cc1ccc(C(CNS(=O)(=O)c2cc(F)ccc2F)N2CCN(C)CC2)cc1 (centres undefined)	3	i	nt	nt	18	3	-21	nt	6	nt
(next part)
SMILES	HSF1 inh	PolyA inhibitor	HSP90 refold inh	GSK3 alpha inh	AI-2 QS modul	GSK3beta inhib	aSyn 5UTR inh	KLF5 inhibitor	HSF1 activator	IEC-6 cytotox
CC(=O)Nc1cccc(-c2cnc3ccccc3n2)c1	23	i	3	-3	2	1	-207	-156	37	-2
Cc1cc(O)ccc1NS(=O)(=O)c1ccc2c3c(cccc13)C(=O)N2	-7	i	0	14	0	-5	23	-8	5	-10
COc1ccccc1C(=O)NCC(=O)OC(C)C(=O)NC(=O)NC1CCCCC1 (centres undefined)	-5	i	4	-2	67	3	-9	-26	6	4
COc1cc(C(=O)Nc2cc(C)c(OCC(=O)N3CCOCC3)c(C)c2)cc(OC)c1OC	3	i	5	0	13	1	3	-11	-9	1
O=C(N/N=C\c1cccs1)c1sccc1-n1cccc1	2	i	1	3	5	-1	-40	-8	-6	5
Cc1ccc2c(CC(=O)NNC(=O)c3ccncc3)coc2c1	-1	i	nt	-2	10	-2	7	nt	1	nt
CC(=O)Nc1cccc(NC(=O)c2ccco2)c1	-4	i	0	-1	13	-2	-16	11	5	-2
CNC(=S)NCCc1ccccc1	-3	i	-1	-5	15	5	3	12	-3	-6
CN(CC(=O)Nc1ccccc1Cl)C(=O)c1cc(-c2cccs2)nn1-c1ccccc1	-7	i	nt	-5	17	1	7	nt	-11	nt
CCOc1ccc(-c2c(C(=O)N/N=C(\C)c3cccnc3)nnn2-c2nonc2N)cc1	9	i	-5	0	20	-2	-1	-16	7	4
O=C(Cn1c2ccccc2c2nc3n(c(=O)c21)CCS3)N1CCCC1	-2	i	-3	-2	-2	0	22	-17	4	-3
CCOc1ccc(/C=C2\SC(=S)N(CCCC(=O)NCCCN3CCOCC3)C2=O)cc1	-29	i	6	0	nt	nt	84*	0	-26	0
COc1cc2[nH]c(=O)n(CCCC(=O)NCCc3ccccc3)c(=O)c2cc1OC	2	i	0	1	55	-3	1	-21	21	-3
Cc1c(C)c2c(OCC(=O)N[C@@H](C(=O)O)c3ccccc3)cc3c(c2oc1=O)CCC(C)(C)O3	-2	i	-3	3	23	6	-4	-9	5	1
CC(C)OC(=O)c1cc2c(ccn2C)n1CC(=O)N(Cc1ccccc1)c1ccccc1	1	i	-2	-2	18	1	59	-3	13	-4
Cc1ccccc1-n1c(SCC(=O)Nc2cccc3ccccc23)nc(O)cc1=O	5	i	-3	1	14	1	16	-42	2	-5
CS(=O)(=O)Nc1ccccc1C(=O)N1CCOCC1	-7	i	-2	-1	11	0	-6	-30	0	5
CCn1ncc(NC(=S)NCCc2ccccc2)c1C(N)=O	-8	i	4	-2	18	-3	-12	-3	6	0
COc1ccc(N2C(=O)N[C@@H](Cc3ccccc3)C2=O)cc1OC	-4	i	-2	-1	8	3	2	-7	-1	-5
Cc1cc2c3c(c1)C1(SCC(=O)N1c1ccc(F)cc1)C(=O)N3C(C)(C)CC2C (centres undefined)	7	i	6	-1	14	-5	12	4	13	2
NC1=NC(=O)C2(COC(c3cccnc3)OC2)S1 (centres undefined)	-12	i	-2	0	27	0	-2	-15	-13	5
C[C@H](N)c1nnc(SCC(N)=O)o1	-21	i	1	1	17	2	3	-29	-30	2
C=CCN1C(=O)C(CC(=O)O)SC1=Nc1ccc(C)cc1 (centres undefined)	-2	i	-1	-2	15	3	0	-5	-1	3

Bioassay records: PubChem, several laboratories
